D3 antag: blocks the human D3 dopamine receptor; D3R cells, DiscoveRx beta-arrestin luminescence, antagonist mode; stronger effect = lower value; hit rate 2.5% among 360,000; max response, negative = inhibition, %; AID 652054; in the data active means max response below about -50%; inconclusive means no clear call, values can overlap the other calls; further: on the % scale 0 is the no-effect control and ±100 the full control effect; mostly tested at two doses, the higher about 12 µM
Target sequence (P35462 whole entry, looked up): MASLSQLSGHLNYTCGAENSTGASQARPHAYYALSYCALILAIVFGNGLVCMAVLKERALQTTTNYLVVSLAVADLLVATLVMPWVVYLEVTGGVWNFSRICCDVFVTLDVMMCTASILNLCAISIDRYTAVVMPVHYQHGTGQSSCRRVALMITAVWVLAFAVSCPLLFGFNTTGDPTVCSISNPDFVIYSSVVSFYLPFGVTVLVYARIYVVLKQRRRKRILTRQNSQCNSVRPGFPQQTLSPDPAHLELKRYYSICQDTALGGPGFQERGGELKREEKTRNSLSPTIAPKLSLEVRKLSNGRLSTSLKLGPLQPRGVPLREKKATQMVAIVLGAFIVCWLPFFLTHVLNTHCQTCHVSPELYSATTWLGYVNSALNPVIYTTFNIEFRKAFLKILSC
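Cells plated overnight at 1500 cells/well, then exposed to library compounds with dopamine controls for 90 minutes at 37 degrees C. DiscoveRx reagent added for 30–60 minutes at room temperature; luminescence read, quantitative HTS format.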
D3 ag: D3 dopamine receptor (human) agonism; D3R DiscoveRx beta-arrestin cells, luminescence, 90 min; hit rate 0.58% among 410,000; max activation, %; AID 652048; P35462; in the data active means max activation above about 30%; further: 0% is about no effect; mostly tested at two doses, the higher about 12 µM
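Cells at 1500/well, incubated overnight, then treated with pinned compounds (dopamine as control) for 90 min at 37 degrees C. DiscoveRx reagent added for 30 - 60 minutes at room temperature; luminescence read.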
PTHR1 ag: agonists of human PTHR1 parathyroid hormone receptor; hit rate 0.075% among 410,000; AID 743266; HEK293 GP2 PTHR1 cells, GloSensor cAMP luminescence, 1 h; Potency, µM (series often up to 115 µM), for the others: top-dose activation, most hits filed as activators; further: potency means the concentration at half of the fitted maximal effect; nearly all actives have a fitted effect of over 55% in size; some results filed as inactive show a strong effect at the top dose; inactives centre near -15; many of its hits are not listed in these tables
Target sequence (Q03431 whole entry, looked up): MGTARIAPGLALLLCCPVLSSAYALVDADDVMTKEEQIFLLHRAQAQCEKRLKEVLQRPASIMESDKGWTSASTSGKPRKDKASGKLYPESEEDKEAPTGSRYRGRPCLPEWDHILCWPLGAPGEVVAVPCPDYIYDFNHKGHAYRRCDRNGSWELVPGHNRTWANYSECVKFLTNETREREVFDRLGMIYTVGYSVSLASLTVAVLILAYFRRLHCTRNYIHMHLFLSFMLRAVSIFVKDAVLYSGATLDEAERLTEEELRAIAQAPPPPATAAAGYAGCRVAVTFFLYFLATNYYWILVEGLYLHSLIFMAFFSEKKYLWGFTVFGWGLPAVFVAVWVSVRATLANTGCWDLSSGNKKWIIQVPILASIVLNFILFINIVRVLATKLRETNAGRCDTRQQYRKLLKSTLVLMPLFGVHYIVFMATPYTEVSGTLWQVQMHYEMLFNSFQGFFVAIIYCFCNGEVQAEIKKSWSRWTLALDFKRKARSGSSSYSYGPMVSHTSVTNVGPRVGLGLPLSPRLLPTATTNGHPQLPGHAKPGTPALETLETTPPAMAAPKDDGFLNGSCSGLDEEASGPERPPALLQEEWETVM
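HEK-293-derived GP2 cells expressing PTHR1 and a GloSensor cAMP reporter, 3,000/well, plated overnight, given luciferin plus IBMX (each 0.5 mM as added) for 1 h at 37 °C, then compound for 1 h at 37 °C. Luminescence was read after 15 min at room temperature.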
KB-V1 MDR tox: KB-V1 MDR subline cytotoxicity | Potency, µM (series often up to 46.1 µM), inactives show at the top dose activity change, negative = cytotoxicity, most hits filed as cytotoxic | AID 1347076 | hit rate 3.4% among 400,000 | KB-V1 MDR cells viability, CellTiter-Glo, 72 h; further: potency means the concentration at half of the fitted maximal effect; on the % scale 0 is the no-effect control and ±100 the full control effect; nearly all actives have a fitted effect of over 60% in size
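Cytotoxicity via CellTiter-Glo luminescence after 72 h compound exposure at 37 degrees C. Cells: drug-selected KB-V1 line, DMEM phenol-red free plus 10% FBS. Compounds tested at multiple concentrations; normalized data fitted to concentration-effect curves.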
TDP43 rescue: rescues yeast growth from TDP-43 toxicity | TDP-43 expressing yeast growth rescue, BacTiter-Glo, 24 h | Potency, µM (doses to about 46.1 µM), for inactives: at the top dose growth rescue (activation), most hits filed as activators | hit rate 1.8% among 410,000 | AID 652104; further: potency means the concentration at half of the fitted maximal effect; % of control where 0% means no effect; nearly all actives have a fitted effect of over 50% in size
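Yeast expressing TDP-43 (pregrown in raffinose, seeded at OD600=0.02 in galactose medium) exposed to compounds 24 hr at 30 deg C. Growth read by BacTiter-Glo luminescence; rescue of toxicity appears as increased signal.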
HEK293 tox: cytotoxicity in counter-screen for GLP-1R inverse agonists; HEK293 cAMP-luciferase reporter cells, luminescence, 24 h; Potency, µM (titrated, usually from 38.3 µM), for inactives: at the top dose activity change, negative = inhibition, hits mostly inhibitors; hit rate 0.13% among 410,000; AID 624418;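 further: loss of luciferase light is scored as toxicity; potency means the concentration at half of the fitted maximal effect; on the % scale 0 is the no-effect control and ±100 the full control effect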
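1536-well qHTS counterscreen of the MLSMR; 200 cells/uL, 12 h pre-incubation, 23 nL cpd, 24 h at 37 deg C 5% CO2, luciferase detection reagent, 12 min RT, luminescence. Inhibition = undesired.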
GLP1R ag: GLP-1 receptor (human) agonism; HEK293 GLP-1R CRE-luciferase, luminescence, 4-6 h; cells express a hypersensitive GLP-1R form; hit rate 0.007% among 380,000; AID 624172; P43220; Potency, µM (highest dose often 45.6 µM), without a hit: at the highest dose activation, hits mostly activators; further: potency means the concentration at half of the fitted maximal effect; % of control where 0% means no effect
GLP-1R inv ag: inverse agonists of human GLP-1 receptor | Potency, µM (highest dose often 38.3 µM), inactives show top-dose activity change, negative = inhibition, most hits filed as inhibitors | HEK293 GLP-1R CRE-luciferase, luminescence, 24 h; GLP-1R form is constitutively active | P43220 | hit rate 1.6% among 410,000 | AID 624417; further: potency means the concentration at half of the fitted maximal effect; on the % scale 0 is the no-effect control and ±100 the full control effect; nearly all actives have a fitted effect of over 55% in size
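Using stably transfected HEK293 (constitutively active GLP-1R, cAMP-luciferase reporter), compounds were incubated 24 hr and luciferase measured by luminescence.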
aSyn rescue: alpha-synuclein toxicity inhibition in yeast. Yeast expressing alpha-synuclein, growth rescue, BacTiter-Glo, 24 h. Potency, µM (highest dose often 46.1 µM), for inactives: at the highest dose growth rescue (activation), usual class: activators. hit rate 0.14% among 370,000. AID 652106; further: potency means the concentration at half of the fitted maximal effect; % of control where 0% means no effect; nearly all actives have a fitted effect of over 65% in size
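Readout is rescue of growth in alpha-synuclein-expressing yeast, so inhibitors of toxicity appear as activators. Growth after 24 hr at 30 deg C in galactose medium is quantified by luminescence.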
* = called active by the depositor; i = inactive; ? = inconclusive; nt = not tested or not shown; [ ] = another dose, or the depositor's remark. Unless noted, the call rests on the fitted dose curve; in most records, active means well fitted curve in the direction sought with a large enough effect; inconclusive means small, poorly fitted or top-dose-only effect, or another doubt; inactive means no such curve, though single readings can be large; an effect the other way counts as inactive or inconclusive. Not all compounds are listed (hit frequency here may not be typical).

Value order: D3 antag	D3 ag	PTHR1 ag	KB-V1 MDR tox	TDP43 rescue	HEK293 tox	GLP1R ag	GLP-1R inv ag	aSyn rescue
(1) Cc1cc(-n2c(C)cc(C(=O)CSc3nncn3C(C)C)c2C)no1
 : 10.5	-4.0	i	-28.3%	-13.1%	5.7%	6.9%	0.8%	-8.0%
(2) Cc1ccc(CSC2=Nc3ccccc3C3=NC(CC(=O)NCc4cccs4)C(=O)N23)c(C)c1 (stereo not given)
 : nt	0.5	-26.8%	11.7%	23.6%	2.5%	nt	0.1%	nt
(3) Cc1ccc(OCCN(C)C(=O)C2CCC(=O)N(CCCN3CCCC3=O)C2)cc1 (stereo not given)
 : 4.7	17.6	i	?	1.5%	-4.3%	-1.3%	-12.5%	1.7%
(4) COC(=O)[C@]12CCCCC=C1N(Cc1cccc3ccccc13)C(=O)[C@H](CC(=O)NCc1ccc(OC)c(OC)c1)C2
 : 9.3	3.5	-94.9%[inhibitor]	?	22.1%	?	-12.7%	?	3.4%
(5) CN1C=CC2=C(C#N)C(N)C(C#N)(C#N)[C@H](c3ccccc3)[C@H]2C1 (stereo not given in full)
 : -21.0	-17.7	-16.9%[57.5 µM]	?	-15.1%	70.7%[activator]	-19.8%	0.0%	3.6%
(6) CCCNC(=O)C1(C)CCCN(C(=O)Cc2ccc(OC)cc2)C1 (stereo not given)
 : -7.9	2.2	i	5.2%	22.5%	-1.9%	4.1%	19.0%	2.0%
(7) Cc1ccnc(NS(=O)(=O)c2ccc(NC(=O)C3CC=CCC3C(=O)O)cc2)n1 (stereo not given)
 : -3.9	-6.3	-31.5%	-22.6%	20.4%	4.2%	5.3%	-4.0%	0.2%
(8) COc1ccc(C2/C(=C(/O)c3ccc(F)cc3)C(=O)C(=O)N2CCCN(C)C)cc1 (stereo not given)
 : ?	-15.9	i	23.1%	-20.1%	?	2.1%	-6.0%	-13.6%
(9) Cc1ccc(C(=O)OCC(=O)NCCc2ccccc2)cc1S(=O)(=O)N1CCOCC1
 : 2.5	4.7	-39.0%[inhibitor]	7.5%	5.8%	-3.7%	1.9%	-2.1%	1.8%
(10) COc1ccc(CNC(=O)CCc2c(C)c3ccc(OC)c(C)c3oc2=O)cc1OC
 : nt	6.8	-14.8%	-25.3%	18.2%	?	nt	-19.5%	nt
(11) CCCCCCCCS(=O)C1CCS(=O)(=O)C1 (stereo not given)
 : -12.1	-6.5	-22.2%	16.3%	-4.7%	4.6%	2.1%	2.2%	0.8%
(12) CC[C@@]12C(=O)N(c3cccc(F)c3)C(=O)N1[C@H](c1ccc(Cl)cc1)[C@@H]1C(=O)N(C3CCCCC3)C(=O)[C@@H]12
 : 24.1	2.6	i	-16.7%	-1.2%	-19.6%	-1.5%	?	28.4%
(13) O=S(=O)(c1cccc(S(=O)(=O)N2CCN(c3ncccn3)CC2)c1)N1CCOCC1
 : 8.5	-2.3	-16.5%[57.5 µM]	?	-0.2%	72.9%[activator]	17.8%	-18.7%	-0.7%
(14) O=C(COc1ccc(F)cc1)Nc1nc2c(s1)CCCC2
 : -5.6	3.8	-45.6%[inhibitor]	?	?	-18.0%	0.0%	?	7.2%
(15) Cc1cccc(CN2CCC(CNC(=O)Nc3ccc(F)c(Cl)c3)CC2)c1
 : -60.2*	-31.1	-9.5%	?	-5.3%	?	14.2%	?	0.5%

Single entries from the list:
compound 13 in HEK293 tox reads 72.9%[activator]
compound 9 in GLP-1R inv ag reads -2.1%
compound 1 in D3 ag reads -4.0

(cont.)
Value order: D3 antag	D3 ag	PTHR1 ag	KB-V1 MDR tox	TDP43 rescue	HEK293 tox	GLP1R ag	GLP-1R inv ag	aSyn rescue
(16) COc1cccc(C(=O)CC(C(=O)O)c2ccc(Cl)cc2)c1 (stereo not given)
 : -24.7	-10.1	-3.9%	1.6%	-1.7%	2.9%	0.5%	-18.9%	4.8%
(17) COc1ccc(NC(=O)[C@@H](NC(=O)c2ccccc2)C(C)C)cc1S(=O)(=O)N1CCCCC1
 : 2.2	-8.4	i	-19.4%	-14.0%	-4.0%	1.0%	10.8%	0.6%
(18) COc1ccc(CCNC(=O)CN2CCN(c3cccc(C(F)(F)F)c3)CC2)cc1
 : ?	-4.9	-95.0%[inhibitor]	?	-7.3%	-21.0%	1.9%	-18.1%	nt
(19) COc1cc(C2NC(=O)NC(C)=C2C(=O)OCC2CCCCC2)ccc1O (stereo not given)
 : 20.4	10.1	-12.4%	?	-32.4%[inhibitor]	-25.3%	27.3%	2.2%	-14.1%
(20) Cc1ccc(S(=O)(=O)NCC2CCC(C(=O)NCCCN3CCC(C)CC3)CC2)cc1 (stereo not given)
 : -9.4	-2.9	-11.8%	22.0%	24.0%	2.5%	-0.7%	?	3.7%
(21) O=C(NCc1ccc(F)cc1)c1cccc2c1C(=O)c1ccc(N3CCC(N4CCCCC4)CC3)cc1S2(=O)=O
 : 3.0	-0.1	-21.7%	0.0%	20.1%	1.5%	-2.1%	-0.9%	-3.7%
(22) Cn1c(=O)c2c(ncn2CCOc2cccc(Br)c2)n(C)c1=O
 : 20.0	4.8	-37.5%[inhibitor]	?	14.1µM*	0.2%	5.0%	-21.6%	27.5%
(23) Cc1cc(NC(=O)CCC(=O)N(c2cccc(F)c2)C(C(=O)NC2CCCC2)c2ccncc2)no1 (stereo not given)
 : -25.3	1.9	i	-0.4%	-17.0%	19.6%	1.3%	3.7%	0.1%
(24) COC(=O)c1c(NC(=O)COc2ccc(Cl)cc2Cl)sc2c1CC(C)(C)NC2(C)C
 : -4.3	4.2	i	-3.2%	-0.3%	-5.5%	-0.8%	?	-3.7%
(25) Cc1cc(C)c2c(=O)[nH]c(SCC(=O)N(C)C)nc2n1
 : 18.4	-28.1	-19.5%[57.5 µM]	-0.7%	-10.9%	10.8%	-1.0%	-15.4%	3.0%
(26) CC(C)Oc1ccc(S(=O)(=O)N2CCOCC2)cc1NC(=O)C1CSC2(C)CCC(=O)N12 (stereo not given)
 : 6.9	-0.3	i	-0.7%	-18.1%	-9.2%	10.9%	55.3%[activator]	2.4%
(27) CCCCN(CC)C(=O)CN1C(=O)c2ccccc2C1=O
 : -0.7	1.1	i	?	18.6%	20.3%	0.7%	0.9%	-14.7%
(28) CCCCn1nnnc1C1(C)CCC(=O)N1Cc1cccs1 (stereo not given)
 : -19.6	1.0	-22.0%	-15.1%	13.8%	3.9%	-4.3%	21.1%	-5.4%
(29) O=C(CSc1nnc2ccccn12)Nc1ccc2c(c1)OCCO2
 : 5.0	-12.6	i	7.0%	-3.5%	6.9%	3.3%	10.9%	1.1%
(30) CC1CCCCC1NC(=O)C1CCN(S(=O)(=O)N2CCOCC2)CC1 (stereo not given)
 : 17.7	2.7	i	-26.4%	-14.3%	4.3%	-13.7%	0.0%	2.6%

New compounds follow:
Value order: D3 antag	D3 ag	PTHR1 ag	KB-V1 MDR tox	TDP43 rescue	HEK293 tox	GLP1R ag	GLP-1R inv ag	aSyn rescue
(31) Cc1nnc(SCC(=O)Nc2cccc(C(F)(F)F)c2)[nH]c1=O
 : 42.4	3.3	-6.8%[57.5 µM]	-5.1%	7.1%	1.2%	-2.7%	40.0%[activator]	10.6%
(32) O=C(OCC(=O)N1CCc2ccccc21)c1ccc[nH]c1=O
 : -11.5	-5.0	0.2%	-6.0%	-9.1%	0.1%[7.66 µM]	0.4%	3.7%[7.66 µM]	-8.0%
(33) COc1cc(OC)cc(-c2cc3nc(C)c(CCC(=O)Nc4nc(C)cs4)c(C)n3n2)c1
 : 109.7	12.6	i	10.4%	8.0%	4.9%	-1.0%	-13.2%	2.8%
(34) O=S(=O)(c1cccs1)N1CCN(CCOc2ccccc2)CC1
 : -23.2	3.3	-16.8%	?	-4.0%	-13.9%	12.3%	-30.0%	1.8%
(35) CC(C)c1ccc(NC2CCCN(C(=O)c3ccc(Cn4cnnn4)cc3)C2)cc1 (stereo not given)
 : 10.0	4.0	-31.2%[inhibitor]	-21.1%	-0.1%	-9.2%	4.6%	-13.8%	-3.2%
(36) Cc1ccc(C(=O)N2c3ccccc3OCC2C)cc1 (stereo not given)
 : 4.2	2.5	-0.2%	15.7%	22.6%	-6.9%	9.3%	?	5.8%
(37) Cc1[nH]c(=O)c(C#N)cc1-c1ccccc1
 : 4.5	4.2	-5.9%	-6.5%	-1.9%	4.1%	18.2%	88.9%[activator]	3.1%
(38) Cc1ccc(-c2cc(C(=O)Nc3ccc(S(=O)(=O)Nc4onc(C)c4C)cc3)[nH]n2)c(O)c1
 : -13.8	2.0	-11.5%	2.7%	-10.3%	2.9%	-0.1%	19.0%	3.6%
(39) CSc1ccc(CN2C(=O)C(F)(F)Oc3c(C(C)=O)cccc32)cc1
 : 7.4	-3.9	-1.1%	-6.8%	?	12.1%	17.1%	-27.5%	-10.1%
(40) CCCCc1cc(=O)oc2cc(C)cc(OCC(=O)NCc3ccccn3)c12
 : 19.2	0.3	-15.9%	-3.1%	3.2%	-4.2%	20.9%	8.9%	-1.2%

In the list so far, these contain a COOH group.
Value order: D3 antag	D3 ag	PTHR1 ag	KB-V1 MDR tox	TDP43 rescue	HEK293 tox	GLP1R ag	GLP-1R inv ag	aSyn rescue
(7) Cc1ccnc(NS(=O)(=O)c2ccc(NC(=O)C3CC=CCC3C(=O)O)cc2)n1 (stereo not given)
 : -3.9	-6.3	-31.5%	-22.6%	20.4%	4.2%	5.3%	-4.0%	0.2%
(16) COc1cccc(C(=O)CC(C(=O)O)c2ccc(Cl)cc2)c1 (stereo not given)
 : -24.7	-10.1	-3.9%	1.6%	-1.7%	2.9%	0.5%	-18.9%	4.8%

Screening data (PubChem BioAssay)
